PvdQ inh – P. aeruginosa PvdQ acylase inhibitors, primary screen, biochemical, fluorescence, plate reader and imaging, single point | AID 488965, 2010 | 340,000 compounds, 0.063% hits | purified PvdQ acylase | inhibition, % at 10 µM; in the data active means inhibition above about 30%, passing the limit was not always enough; inconclusive means no clear call, values can overlap the other calls;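 further: 0% = vehicle neutral wells and 100% = reference inhibitor wells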
Ecoli viability – E. coli V3065 growth inhibition, primary screen, counter-screen for AddAB inhibitor project, absorbance, OD600 | 18 h | inhibition, % at 11.9 µM | 330,000 compounds, 0.27% hits;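 active means inhibition above the campaign's mean inhibition across all tested compounds plus 3 SD, cut at about 9.9% in these data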;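 further: uninfected addAB+ strain grown without phage in ampicillin broth; 0% = DMSO wells and 100% = ciprofloxacin 0.95 µg/ml wells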
Tat transport – E. coli Tat export inhibitors, primary screen, MC4100, TorA-mCherry reporter, fluorescence, single point. inhibition, % at 10 µM. 340,000 compounds, 0.036% hits. AID 488895, 2010;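 active means mean replicate inhibition at least 50% and at least half of replicates individually reaching 50%; inconclusive means only one of the two criteria met; inactive means neither criterion met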;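 further: exported cargo escapes ClpAP degradation while cytoplasmic cargo is degraded and loses fluorescence; 0% = median of neutral control wells and 100% = median of NaSCN control wells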
Rtt109 Vps75 – inhibitors of C. albicans Rtt109/Vps75 HAT, primary screen, biochemical, ThioGlo CoA-SH fluorescence, plate reader; purified Rtt109/Vps75, 4 h; inhibition, % at 34.9 µM; 330,000 compounds, 0.16% hits; AID 540336, 2011;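 active means inhibition of at least 50% in every replicate; inconclusive means best replicate reaches 50% inhibition but some replicates fall short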
Target sequence (Q5AAJ8 whole entry, looked up): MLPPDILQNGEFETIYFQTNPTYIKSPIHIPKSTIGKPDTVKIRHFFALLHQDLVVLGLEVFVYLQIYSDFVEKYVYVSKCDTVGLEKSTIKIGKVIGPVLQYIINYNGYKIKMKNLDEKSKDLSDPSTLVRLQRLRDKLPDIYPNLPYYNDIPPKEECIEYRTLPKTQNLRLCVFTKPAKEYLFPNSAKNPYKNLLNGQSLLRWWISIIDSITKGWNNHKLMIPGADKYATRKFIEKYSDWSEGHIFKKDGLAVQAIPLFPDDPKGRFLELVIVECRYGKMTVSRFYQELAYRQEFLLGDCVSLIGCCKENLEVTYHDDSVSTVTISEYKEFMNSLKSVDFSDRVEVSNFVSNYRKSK
AddAB inh – growth inhibition of E. coli expressing H. pylori AddAB, primary screen, AddAB inhibitor project, absorbance | inhibition, % at 11.9 µM | 330,000 compounds, 0.29% hits | AID 435030, 2010; in the data active means inhibition above about 12%;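 further: 0% = vehicle wells of infected cells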
phage Ecoli inh – growth loss of phage-infected E. coli, primary screen, RecBCD inhibitor project, absorbance, with phage, HTS; inhibition, % at 11.9 µM; 360,000 compounds, 0.26% hits; AID 651602, 2012; in the data active means inhibition above about 11%
PfHsp90 yeast 2 – growth inhibition of PfHsp90-expressing yeast, primary screen, antimalarial PfHsp90 inhibitor project, S. cerevisiae, BacTiter-Glo luminescence, single point, set 2. BacTiter-Glo ATP, 48 h; yeast lacking PDR1 and PDR3 efflux regulators. inhibition, % at 9.4 µM. 310,000 compounds, 0.32% hits. AID 504621, 2011;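 active means every replicate shows inhibition above about 80%, whatever the replicate mean, limit read from the data; inconclusive means mean inhibition reaches the set limit but some replicate falls short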;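 further: 0% = DMSO neutral controls and 100% = 20 µM radicicol positive controls; yeast relying on Plasmodium falciparum Hsp90 in place of its own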
DAGLB inhibitor – DAGLB lipase inhibitors, primary screen, biochemical, fluorescence, HTS | Diacylglycerol lipase-beta (Homo sapiens), Q8NCG7 | HEK293T DAGLB membrane lysate, EnzChek fluorogenic substrate | inhibition, % at 5.17 µM | 340,000 compounds, 0.059% hits; in the data active means inhibition above about 34%;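 further: 0% = enzyme with vehicle and 100% = wells lacking enzyme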
Target sequence (Q8NCG7 whole entry, looked up): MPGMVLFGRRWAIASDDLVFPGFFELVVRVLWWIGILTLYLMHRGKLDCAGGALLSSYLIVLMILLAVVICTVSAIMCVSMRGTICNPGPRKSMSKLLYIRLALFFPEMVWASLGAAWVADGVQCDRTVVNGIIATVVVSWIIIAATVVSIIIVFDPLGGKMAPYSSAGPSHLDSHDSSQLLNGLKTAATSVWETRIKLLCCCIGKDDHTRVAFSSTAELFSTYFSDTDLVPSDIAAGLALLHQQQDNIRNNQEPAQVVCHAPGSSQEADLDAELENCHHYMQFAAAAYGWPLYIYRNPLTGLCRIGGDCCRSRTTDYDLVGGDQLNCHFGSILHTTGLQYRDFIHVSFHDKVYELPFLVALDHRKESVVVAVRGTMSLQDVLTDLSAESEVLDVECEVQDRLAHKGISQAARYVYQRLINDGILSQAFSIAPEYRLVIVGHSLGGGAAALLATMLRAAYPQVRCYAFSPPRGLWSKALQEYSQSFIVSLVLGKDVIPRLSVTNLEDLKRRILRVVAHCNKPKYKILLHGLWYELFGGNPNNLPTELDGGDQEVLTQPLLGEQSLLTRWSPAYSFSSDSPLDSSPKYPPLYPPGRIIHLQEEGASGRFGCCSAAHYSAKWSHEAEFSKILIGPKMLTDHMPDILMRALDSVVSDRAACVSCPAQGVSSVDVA
CAL PDZ FP – CAL PDZ peptide-binding inhibitors, primary screen, biochemical, fluorescence polarization, Cer-tagged CAL PDZ, HTS; Golgi-associated PDZ and coiled-coil motif-containing protein (Homo sapiens), Q9HD26; purified CAL PDZ, TMR-peptide fluorescence polarization, 1 h; inhibition, % at 20 µM; 330,000 compounds, 0.02% hits; AID 504414, 2011;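 active means highest replicate inhibition of at least 40%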;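 further: plate controls were DMSO neutral control wells for no effect and unlabeled competitor peptide control wells for full effect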
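Read-out basis: mP drop reported as inhibition | Assay system: Tagged CAL PDZ protein CerCALP, purified | Benchmarks: Unlabelled peptide for full inhibition, DMSO wells as neutral | Schedule: 1 h incubation at room temperature before polarization reading | Buffer or medium: Sodium phosphate/NaCl buffer pH 7.4 with TCEP, IgG, Thesit | Doses: Single point, 20 µM | Measured by: Fluorescence polarization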
Wnt act – Wnt/beta-catenin pathway activators, primary screen, cell-based, plate reader, single point; Wnt/beta-catenin reporter cell assay, activator; activation, % at 9.35 µM; 300,000 compounds, 1.2% hits; in the data active means activation above about 30%, passing the limit was not always enough; inconclusive means no clear call, values can overlap the other calls;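 further: 0% = neutral control wells and 100% = positive control wells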
The depositor's hits bear a star; ? = inconclusive; . = not tested or not shown; & = joins results of further samples.

Screens in order – PvdQ inh	Ecoli viability	Tat transport	Rtt109 Vps75	AddAB inh	phage Ecoli inh	PfHsp90 yeast 2	DAGLB inhibitor	CAL PDZ FP	Wnt act
CC(C)c1ccc(/C=C2\NC(=S)N(Cc3cccnc3)C2=O)cc1
    -13	-0.7	-11	1	0.5	6.0	7	.	-0.1	-1
CCn1c(C)cc(/C=C2/SC(=S)N(CC(=O)O)C2=O)c1C
    0	-0.5	3	6	-2.6	2.0	-14	0	0.1	-1
CCCC(=O)OC(C(=O)Nc1cc(C(F)(F)F)ccc1Cl)c1ccccc1 (stereo not drawn)
    0	2.2	6	21	0.9	5.2	0	-11	-1.7	-3
CN(CC(=O)N1CCN(c2ccccc2)CC1)C1CCCc2ccccc21 (stereo not drawn)
    -2	1.6	2	-17	3.2	1.7	4	-9	-2.6	3
CCSc1n[nH]c2nc3c(c(=O)n12)C1(CCCCC1)Cc1ccccc1-3
    -23	-4.8	-6	-6	0.8	-2.9	-44	0	-2.0	5
CC(C)CNC(=O)c1ccccc1NC(=O)c1ccccc1N(C)S(C)(=O)=O
    -8	3.9	2	-4	0.3	2.9	3	0	-1.2	.
COc1ccc(C(=O)NCC(=O)NCCc2c[nH]c3ccccc23)cc1OC
    -10	-0.5	-5	-11	0.8	0.8	-6	1	0.1	-3
O=C(O)c1cc(-c2cccc(Cl)c2)nc2nc(N3CCCCC3)sc12
    -12	1.2	-4	9	4.7	2.0	-4	7	-6.2	.
CC(=O)Nc1ccc(OCC(O)CNC2CCCC2)cc1 (stereo not drawn)
    -1	-1.7	1	14	1.4	1.6	.	1	-1.3	.
CCN(CC)Cc1c(O)ccc2cc(-c3nc4ccccc4n3C)c(=O)oc12
    -1	2.4	-5	-3	-1.6	0.1	-2	0	.	9
O=c1oc(CCCO)cc2ccc(C#CC3(O)CCCCC3)cc12
    12	-0.3	0	0	-1.4	2.2	-5	1	-0.7	20
O=C(O)c1cnc(-c2ccccc2)nc1Oc1ccccc1
    4	-0.4	-1	7	3.1	1.8	-6	2	-0.4	2
CCCNC(=S)N1CCC(c2nc3cc(C)c(C)cc3[nH]2)CC1
    -9	-0.6	-2	.	3.2	0.1	6	2	-3.2	.
COc1ccc(/C=C/C(=O)OCC(=O)NC(C)CCc2ccccc2)cc1 (stereo not drawn)
    -5	-1.8	1	2	-1.6	1.3	-8	-4	-0.4	-6
O=C1CCC/C=C/C[C@@H](CC(=O)N(CCO)Cc2ccccc2)C(=O)NC[C@@H](c2ccccc2)O1
    -14	-0.4	-1	5	0.1	-1.2	-6	-5	0.2	-2
COc1ccc(S(=O)(=O)N(c2onc(C)c2Cl)S(=O)(=O)c2ccc(OC)cc2)cc1
    5	-0.6	-6	4	1.5	4.8	-31	-1	-0.9	0
Cc1ccc(NS(=O)(=O)c2ccc(-c3coc(C)n3)cc2)c(Br)c1
    -18	-2.6	-6	3	-1.2	3.4	7	-3	-2.9	2
O=C(NCCc1c[nH]c2ccccc12)c1cnc2sccn2c1=O
    -7	-0.1	-7	12	-1.4	2.8	20	0	-2.9	8
COc1ccc(CC(=O)NC(C)c2nnc(SCCOc3ccc(OC)cc3)n2C)cc1 (stereo not drawn)
    14	-1.6	7	7	0.8	3.7	.	-2	-1.5	-6
Cc1ccc(S(=O)(=O)CCNC(=O)Cc2ccc(Cl)cc2)cc1
    16	-1.5	?	14	-2.3	3.7	13	-3	-1.2	-2
CSc1ccccc1NC(=O)CN(C)C(=O)C1CCN(C(=O)Nc2ccccc2)CC1
    4	1.1	15	.	0.0	1.1	.	0	-2.2	-2
O=[N+]([O-])c1ccc(/C=N/N/C(=N/c2ccccn2)c2ccccn2)cc1
    -5	-0.8	1	4	-1.5	-0.4	21	-1	-2.3	-3
Cc1cc(C)n(CCN(C)C(=O)C2CCC(=O)N(CCc3cccc(F)c3)C2)n1 (stereo not drawn)
    6	0.6	-7	-4	2.0	1.3	3	-3	-1.0	0
Cc1cc(NS(=O)(=O)c2ccc(NC(=O)CN3C(=O)c4ccccc4C3=O)cc2)nc(C)n1
    1	-1.6	-8	2	0.2	2.9	.	-1	-0.8	2
COC(=O)C(CC(C)C)NC(=O)/C=C/c1ccc(Cl)cc1 (stereo not drawn)
    -6	-0.5	4	-2	-2.1	3.2	-6	0	-2.4	.
Cc1ccccc1CN1CCN(S(=O)(=O)c2ccc(Cl)s2)CC1
    11	-1.3	15	-5	-1.5	-0.9	1	-8	-1.6	-3
Cc1nn(-c2ccccc2)c(C)c1/C=N/NC(=O)CSc1nnc(SCc2cccc3ccccc23)s1
    -4	-2.5	-9	-10	-0.5	4.6	-5	-6	-2.0	.
Brc1ccc(C[n+]2ccccc2)cc1
    -23	1.4	-2	1	0.7	2.2	-2	-4	-0.9	-2
O=C(CCn1c(=O)oc2ccccc21)Nc1cccc(Br)c1
    -17	0.8	4	2	0.9	2.8	8	-4	-3.3	0
CCCCC(=O)O[C@]1(C(=O)CO)CC[C@H]2[C@@H]3CCC4=CC(=O)CC[C@]4(C)[C@H]3[C@@H](O)C[C@@]21C
    -8	1.2	15	-1	0.1	3.0	2	1	-1.4	-3&-1
O=C(C1CCN(C2CCN(C/C(Cl)=C/c3ccccc3)CC2)CC1)N1CCOCC1
    0	0.7	-4	5	0.2	2.0	-9	3	-0.4	-4
CCOc1ccc(C(=O)O/N=C(\N)c2ccccn2)cc1OCC
    -13	3.6	-3	-11	3.5	2.2	-7	-3	-2.1	21
COc1ccc(C=O)cc1Cn1ccnc1
    -5	0.2	-12	2	-1.7	0.5	-3	2	-0.2	-1
Cc1ccc(-c2cc(C(=O)Nc3c(C)n(C)n(-c4ccccc4)c3=O)c3ccccc3n2)cc1
    4	0.0	2	-2	-2.1	4.0	2	0	-0.9	-8
CC(Oc1ccc2c(-c3ccccc3)cc(=O)oc2c1)C(=O)N1CCC[C@@H]1C(N)=O (stereo partly drawn)
    0	-1.7	-3	0	1.7	0.5	-7	1	-0.6	14
C[C@H](NC(=O)C1CCN(S(=O)(=O)c2ccccc2)CC1)C(=O)NCc1ccc(Cl)c(Cl)c1
    2	-2.4	1	-3	3.2	1.6	-3	2	0.1	0
Cc1ccsc1C1Nc2ccc3ncccc3c2C2=C1C(=O)CCC2 (stereo not drawn)
    -11	-1.4	-1	2	-2.4	4.0	.	0	1.4	.
CCc1nnc(NC(=O)C2CCN(c3nc(C)cc(C)n3)CC2)s1
    -15	1.4	-10	-8	0.8	0.3	-44	-4	-0.5	.
CN(Cc1cccnc1)C(=O)CC1C(=O)NCCN1Cc1ccc(-c2ccccc2)cc1 (stereo not drawn)
    -5	-0.8	4	3	0.4	3.6	-12	-2	-3.4	4
Nc1[nH]ncc1C(=O)Nc1cccc(C(F)(F)F)c1
    -12	-1.7	-9	-1	0.7	3.9	45	-3	-2.2	-2
CC(C)CCN(C)C1CCN(S(=O)(=O)c2cccc(C(F)(F)F)c2)CC1
    -7	-1.2	2	-7	-1.4	.	11	2	-1.8	.
O=C(C(=O)c1ccc(O)cc1)c1ccccc1
    -4	0.8	-19	.	1.5	1.2	-5	-1	-2.1	3
CCc1cc2c(Nc3ccc(O)cc3)nc(C)nc2s1
    -14	-3.1	0	8	2.8	-0.7	-1	1	-0.8	13
C/C(=N\NC(=O)c1nn(C)cc1Br)c1cccc(NC(=O)C2CCCC2)c1
    6	2.0	-12	5	2.7	0.6	47	0	.	.
COc1ccc(C(=O)Nc2cc(OC)c(NC(=O)c3ccco3)cc2OC)cc1
    -5	-0.3	0	57*	1.9	-0.1	-19	2	-1.5	-1
CC(=O)c1cccc(N(CC(=O)Nc2cccnc2)S(C)(=O)=O)c1
    -16	-0.6	-1	1	-2.0	0.4	11	0	-2.2	-1
COc1ccc(OC)c(S(=O)(=O)NC(C)c2cnn(-c3ccccn3)c2C)c1 (stereo not drawn)
    -16	-0.6	8	3	0.8	1.1	4	4	0.3	-2
C=C(C)COc1ccc(-c2[nH]ncc2-c2ccc(OC)cc2)c(O)c1
    -13	1.6	0	1	4.3	4.0	22	-1	0.3	-4
COc1ccc(OC)c(NC(=O)c2cccnc2)c1
    -13	-2.6	?	-2	-0.1	0.4	20	-1	-0.5	0
Nc1c(C(=O)Nc2cccc(F)c2)nnn1-c1ccc2c(c1)OCCO2
    -8	-1.3	-9	2	1.8	2.2	-52	-4	-1.6	26
Cc1nnc(N/N=C/c2ccc(Br)cc2)n1N
    0	1.6	4	-1	4.5	6.3	-11	0	0.7	1
C[C@@H]1COC(=O)[C@@H](CC(=O)OC(C)(C)C)C/C=C\C[C@H](CC(=O)NCCO)C(=O)N1
    -1	1.7	0	-13	4.6	0.9	12	3	0.4	1
COC(=O)c1ccc(-c2nc3ccc(C)cc3o2)cc1
    -27	-0.5	4	2	-0.5	3.8	-29	-5	-1.3	55*
CC(COc1ccc(C(C)C)cc1)NC(=O)c1ccc(Br)o1 (stereo not drawn)
    -12	0.4	5	-2	-0.2	1.5	.	-4	-2.7	-2
N#CC(c1ccc(F)cc1)c1ccc(C(=O)c2ccccc2)cc1 (stereo not drawn)
    48*	0.5	-1	1	3.0	1.4	-14	-13	-2.8	.
CN(C(=O)c1ccc(N2CCCCC2)c([N+](=O)[O-])c1)C1(C)CCS(=O)(=O)C1 (stereo not drawn)
    8	2.1	4	53*	2.3	3.1	-6	0	-1.3	0
COc1cc(NC(=O)Cn2nnc(-c3ccccc3N)n2)cc(OC)c1
    -10	-1.8	-10	11	1.3	1.5	13	-1	-3.1	.
Cc1ccc(S(=O)(=O)N(C)CC(=O)Nc2nnc(CC(C)C)s2)cc1
    -10	-1.7	-4	0	1.9	-0.6	-76	-1	-0.6	3
CCC(CO)[n+]1c(C)cc(/C=C2\Sc3ccccc3N2Cc2ccccc2)cc1C (stereo not drawn)
    16	-2.8	9	.	5.4	3.4	10	0	0.4	-1
CCN1CCN(CCCNC(=O)C2CCN(c3nnc(-n4c(C)ccc4C)s3)CC2)CC1
    -8	-1.8	-1	-5	4.2	1.8	-5	0	-0.6	2
CC1(C)N(OCc2ccccc2)C(=O)C(=O)N(OCc2ccccc2)C1(C)C
    -2	-3.2	-6	2	-1.3	0.4	8	0	-2.4	.
Cc1cc(N2CCN(C)CC2)nc2ccc(NC(=S)NC3CC3)cc12
    9	-4.7	6	.	-1.8	-0.7	-9	-3	-2.4	1
CS(=O)(=O)c1ccc2nc(NC(NC(=O)c3ccco3)(C(F)(F)F)C(F)(F)F)sc2c1
    1	1.2	-10	-7	1.8	1.8	35	-1	-1.4	.
